# Compound activity deposited in PubChem by several laboratories.
# Platelet DG rel – modulates dense granule release in human platelets; human platelet-rich plasma, SFLLRN dense granule ATP release, luminescence; inhibition, %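 (compounds screened at 7.5 µM in platelet-rich plasma)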; hit rate 0.22% among 300,000;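 active means mean replicate score, as percent of positive control, at or above 50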
# PolyA inhibitor – yeast polyadenylation inhibition. S. cerevisiae SKY197-pL101 polyadenylation reporter, beta-gal luminescence; efflux-impaired pdr1/pdr3 knockout yeast; score 100 = 6 SD above DMSO. calls only at 12 µM. hit rate 0.02% among 300,000. AID 1875;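 active means lowest replicate activity score at least 50, where 100 means six control SD above control mean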;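 further: yeast exposed to compound for 9 h at 30 °C; higher score means more reporter readthrough which indicates perturbed polyadenylation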
# TRPC4 PAM – allosteric potentiators of mouse TRPC4 channel. B-score at 10 µM. hit rate 0.42% among 310,000. HEK293 TRPC4beta/mu-opioid, DAMGO EC20, Fluo-4 Ca2+ flux; active compounds read high. Q9QUQ5;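 active means B-score of calcium response area above 5 SD of library B-scores, with initial fluorescence ratio within 5 SD of library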;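 further: B-score of integrated fluorescence ratio over time as area under calcium response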
# TRPC4 block – TRPC4 (mouse) channel inhibition; hit rate 0.39% among 300,000; B-score at 10 µM; HEK293 TRPC4beta/mu-opioid, DAMGO-evoked Fluo4 calcium flux; active compounds read low;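 active means B-score over 3 SD under the library average, no early fluorescence shift, positive overall ratio signal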
#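 Material: HEK293 cells with stable TRPC4beta plus mu-opioid receptor expression / Probe or stimulus: DAMGO in two steps, submaximal then maximal / Compound: single concentration per test compound / Technique: kinetic Fluo4 fluorescence imaging of calcium influx / Read-out: per-well B score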
# KCNQ1 block – blocks the human KCNQ1 potassium channel; P51787; CHO-K1 KCNQ1, FluxOR thallium flux fluorescence; active compounds read high; B-score at 10 µM; hit rate 1.3% among 310,000;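 active means compounds whose thallium flux B-score, printed positive for inhibition, exceeds three library SD while starting fluorescence stays within three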;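 further: channel opened by potassium depolarization with thallium stimulus after 20 min compound exposure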
# TRPC4 act – opens the mouse TRPC4 cation channel; B-score at 10 µM; HEK293 TRPC4beta/mu-opioid, Fluo4 calcium fluorescence; active compounds read high; Q9QUQ5; hit rate 0.49% among 310,000; AID 2237;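 active means B-score above 5 SD of library B-scores, and initial fluorescence ratio not above library mean plus 5 SD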;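 further: positive B-score marks a calcium rise read as TRPC4 activation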
#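 Assay system: HEK293 stable line with TRPC4beta plus mu-opioid receptor; schedule: 45 min room-temperature Fluo4 loading, 110 s read; technique: kinetic Fluo4 calcium fluorescence; evaluation: integrated baseline-normalised fluorescence ratio, converted to per-well B score; controls: buffer (low) and maximal DAMGO (high)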
# hERG protect – shields human hERG channel from block by proarrhythmic agents; Q12809; CHO-hERG, FluxOR thallium flux, dofetilide IC70 present; activation (rescue from dofetilide block), less the hit threshold, % at 10 µM; hit rate 0.51% among 310,000; AID 1511;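 active means activation above the mean of controls blocked by dofetilide plus 5 SD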;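 further: thallium influx through hERG after potassium depolarization seen as dye fluorescence rise; in these data hits start at about 4.7%; inactives centre near -7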
# Target sequence (Q12809 whole entry, looked up): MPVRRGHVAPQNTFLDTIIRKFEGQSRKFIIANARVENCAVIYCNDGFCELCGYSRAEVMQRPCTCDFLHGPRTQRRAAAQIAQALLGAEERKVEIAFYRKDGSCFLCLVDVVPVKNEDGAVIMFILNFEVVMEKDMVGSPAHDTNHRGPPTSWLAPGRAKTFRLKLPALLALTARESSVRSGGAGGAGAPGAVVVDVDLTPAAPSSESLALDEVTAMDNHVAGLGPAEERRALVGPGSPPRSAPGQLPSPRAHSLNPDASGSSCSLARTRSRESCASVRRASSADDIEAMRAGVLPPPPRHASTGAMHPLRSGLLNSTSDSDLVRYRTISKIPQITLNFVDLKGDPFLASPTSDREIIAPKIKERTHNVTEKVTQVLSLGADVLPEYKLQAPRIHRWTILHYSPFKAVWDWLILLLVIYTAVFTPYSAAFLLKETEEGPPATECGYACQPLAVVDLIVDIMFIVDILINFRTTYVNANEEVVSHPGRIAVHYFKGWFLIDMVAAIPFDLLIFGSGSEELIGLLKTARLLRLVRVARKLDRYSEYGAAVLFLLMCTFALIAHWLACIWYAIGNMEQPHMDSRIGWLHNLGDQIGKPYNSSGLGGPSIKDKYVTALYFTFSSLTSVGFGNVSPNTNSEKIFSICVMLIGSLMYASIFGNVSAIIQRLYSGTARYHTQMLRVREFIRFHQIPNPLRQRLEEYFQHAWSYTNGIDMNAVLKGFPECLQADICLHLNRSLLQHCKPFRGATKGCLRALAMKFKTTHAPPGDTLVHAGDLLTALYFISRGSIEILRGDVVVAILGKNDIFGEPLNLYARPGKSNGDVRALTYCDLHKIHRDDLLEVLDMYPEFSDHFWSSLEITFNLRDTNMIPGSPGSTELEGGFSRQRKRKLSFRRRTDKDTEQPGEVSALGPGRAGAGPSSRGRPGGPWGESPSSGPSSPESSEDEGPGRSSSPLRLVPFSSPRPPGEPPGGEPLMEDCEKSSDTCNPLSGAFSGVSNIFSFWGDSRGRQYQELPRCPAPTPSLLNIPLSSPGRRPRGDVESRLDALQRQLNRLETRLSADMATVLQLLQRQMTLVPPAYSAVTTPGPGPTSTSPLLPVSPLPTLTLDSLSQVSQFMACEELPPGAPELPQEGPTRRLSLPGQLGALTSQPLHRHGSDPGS
# KCNK9 inh – inhibitors of human KCNK9 two-pore domain potassium channel; Q9NPC2; B-score at 10 µM; HEK293 KCNK9, FluxOR thallium flux fluorescence; active compounds read low; hit rate 1.2% among 310,000; AID 488922;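 active means ratio B-score over 3 SD below the library mean, with starting fluorescence within 5 SD of its mean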;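 further: negative B-score means less thallium flux so channel inhibition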
# KCNQ1 act – potentiates or activates the human KCNQ1 potassium channel; B-score at 10 µM; hit rate 0.35% among 310,000; CHO-K1 KCNQ1, thallium flux FluxOR fluorescence; active compounds read high;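 active means fluorescence ratio B-score, a plate-corrected score, at least three library SD, with initial intensity B-score within 5 SD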
#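 Schedule – 37 °C overnight plating, 90-min dark dye load, 20-min compound pretreatment · System – stable KCNQ1 CHO-K1 line · Probe or stimulus – thallium- and potassium-containing depolarizing buffer · Measured by – kinetic FluxOR fluorescence, 10 s baseline plus 110 s post-stimulus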
# DYRK1A inh – Dyrk1A (rat) kinase inhibition. Q63470. AID 504441. inhibition, % at 12.5 µM. ADP-Glo luminescence, NFATc1 peptide. hit rate 0.43% among 310,000; in the data active means inhibition above about 50%;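 further: plate controls were vehicle with enzyme for no effect and no enzyme for full effect; many of its hits are not listed in these tables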
# KCNK3 inh – human KCNK3 channel inhibition, primary screen | hit rate 0.84% among 340,000 | O14649 | AID 602410 | B-score at 10 µM | CHO-KCNK3 thallium flux, FluxOR fluorescence; active compounds read low;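 active means B-score under library mean minus 4 SD, starting fluorescence ratio at most library mean plus 5 SD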;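 further: more negative B-score means stronger inhibition of thallium flux through KCNK3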
# An asterisk follows results filed as active; i = inactive; nt = no result given.
SMILES	Platelet DG rel	PolyA inhibitor	TRPC4 PAM	TRPC4 block	KCNQ1 block	TRPC4 act	hERG protect	KCNK9 inh	KCNQ1 act	DYRK1A inh	KCNK3 inh
O=C(CN1CCN(c2ccc(F)cc2)CC1)Nc1cccnc1Cl	5	i	i	i	i	i	-7	i	i	-2	i
COc1cccc(OC)c1C(=O)Nc1ccc2c(c1)n(C)c(=O)n2C	3	i	i	i	i	i	-6	i	i	-2	i
COc1cccc(CN2CC(C(=O)NCc3ncc(C)[nH]3)CCC2=O)c1 (stereo not given)	-2	i	i	i	i	i	-6	i	i	-2	i
Cc1ccc(OCCCSc2ncccn2)cc1C	0	i	i	i	i	i	-6	i	i	1	i
Cc1nn(CC(=O)NCc2ccccn2)c(C)c1[N+](=O)[O-]	-6	i	i	i	i	i	-13	i	i	2	i
CC(C)[C@H](NC(=O)[C@@H]1CSC2c3ccccc3C(=O)N21)C(=O)NCc1ccncc1 (stereo not given in full)	-1	i	i	i	i	i	-10	i	i	4	i
Cc1cc(OC2CCCCC2)nc(-c2ccccc2O)n1	-9	i	i	i	i	i	-10	i	i	19	i
CCOc1ccc(NC2=C(Cl)C(=O)N(C3CCCCC3)C2=O)cc1	1	i	i	i	i	i	-4	i	i	2	i
O=C(C1CCCN(S(=O)(=O)c2ccc(Br)cc2)C1)N1CCN(Cc2ccccc2)CC1 (stereo not given)	0	i	i	i	i	i	-4	i	i	-5	i
O=C(CCN1CCN(CC(=O)Nc2ccccc2F)CC1)Nc1ccccc1F	nt	nt	i	i	i	i	-2	i	i	7	i
CCCOc1ccc(Cc2c(Cl)nc(SC)nc2OC)cc1	12	i	i	i	i	i	-5	i	i	-2	i
CC/C(=N\NC(=O)c1c[nH]c2ccccc12)c1cccs1	19	i	i	i	i	i	-7	i	i	9	i
COc1c(Cl)cc(C(=O)Nc2ccc(Cl)cn2)cc1Cl	2	i	i	i	i	i	-1	i	i	-1	i
CC1CCc2nc3ccccc3c(C(=O)OCC(=O)N3CCc4ccccc43)c2C1 (stereo not given)	1	i	i	i	i	i	-3	i	i	-4	i
O=C(CNc1cccc(S(=O)(=O)N2CCCCC2)c1)Nc1cccc(F)c1	1	i	i	i	i	i	-10	i	i	-5	i
COc1ccccc1-n1ccnc(SCC(=O)NC2CCCCC2)c1=O	6	i	i	i	i	i	-1	i	i	3	i
Cc1c(C(=O)Oc2ccc(Cl)cc2)n(C)oc1=O	3	i	i	i	i	i	-6	i	i	-4	i
Nc1nc2c(c3c1c(=O)oc1ccccc13)CCCCC2	-3	i	i	i	i	i	-3	i	i	-1	i
O=C(Nc1cccnc1Cl)c1cc(-c2ccc(Cl)cc2)on1	3	i	i	i	i	i	-12	i	i	-2	i
CCn1c(Cc2ccccc2)nnc1SCC(=O)Nc1nccs1	6	i	i	i	i	i	-7	i	i	13	i
COC(=O)/C(=N/Nc1ccccc1C)Sc1nnc(C(O)c2ccccc2)n1-c1ccccc1 (stereo not given)	2	nt	i	i	i	i	-9	i	i	-1	i
C#CCNC(=O)C1=C[C@@H](c2ccccc2)C[C@@H](OCCCCO)O1	-2	i	i	i	i	i	-5	i	i	8	i
CN(C)c1cccc(NC(=O)Cc2ccc(F)cc2)c1	-4	i	i	i	i	i	-3	i	i	27	i
Fc1ccc(NC(=S)N2CCSC2c2cccs2)cc1 (stereo not given)	10	i	i	i	i	i	-20	i	i	nt	i
O=C(NC1CCSc2ccccc21)c1cccc(OC(F)F)c1 (stereo not given)	-4	i	i	i	i	i	-11	i	i	1	i
O=C(O)c1ccc(Oc2cc(Oc3ccc(C(=O)O)cc3)cc([N+](=O)[O-])c2)cc1	-3	i	i	i	i	i	-10	i	i	-2	i
NC(=O)N/N=C/c1ccc(-c2ccc([N+](=O)[O-])cc2)o1	12	i	i	i	i	i	-8	i	i	2	i
CCC(CC)C(=O)NCc1ccc2c(c1)cc(C)n2C	-2	i	i	i	i	i	-12	i	i	0	i
COC(=O)c1cn(-c2ccccc2)c(C)c1C(=O)OC	5	i	i	i	i	i	-6	i	i	5	i
N#CCCN(/N=C/c1cccnc1)C1=NS(=O)(=O)c2ccccc21	2	i	i	i	i	i	-8	i	i	2	i
Cc1cccc(C(=O)NC2CCN(CC(=O)NCc3cccs3)CC2)c1	-4	i	i	i	i	i	-5	i	i	4	i
CC(C)N(CC(N)=O)C(=O)Cc1coc2cc3c(cc12)CCC3	-9	i	13*	i	i	i	-8	i	i	-1	i
O=C(Nc1ccccc1N1CCCCC1)c1ccc(Cl)cc1	1	i	i	i	i	i	-7	-6.7*	i	-1	i
CC(C)c1ccccc1NC(=S)NC1CCCCC1	-3	i	i	i	i	i	-13	i	i	3	i
O=C(c1cc(-c2cccs2)on1)N1CCN(c2ccccc2)CC1	2	i	i	i	i	i	-9	i	i	-6	i
CCOC(=O)c1c(C)oc2cc(Cl)c(O)c(CN(C)C)c12	1	i	i	i	i	i	-5	i	i	-1	i
Cc1cc(C(=O)Nc2sc3c(c2C#N)CCC(C(C)(C)C)C3)no1 (stereo not given)	1	i	i	i	i	i	-13	i	i	1	i
Cc1ccc(NC2=NC(c3ccc(C)cc3)n3c(nc(C)cc3=O)N2)cc1 (stereo not given)	2	i	i	i	i	i	-12	i	i	-6	i
CCNC(=S)N1CCN(c2ncccn2)CC1	1	i	i	i	i	i	-9	i	i	-2	i
Cc1ccc(NC(=O)COC(=O)CCc2c[nH]c(=O)[nH]2)cc1	-2	i	i	i	i	i	-6	i	i	5	i
Cc1oncc1C(=O)Nc1cccc(C#N)c1	-1	i	i	i	i	i	-8	i	i	9	i
COc1ccc(CC(=O)NC(C)c2nnc(SCC(=O)Nc3cc(C)ccc3OC)n2C)cc1 (stereo not given)	7	i	i	i	i	i	-9	i	i	3	i
O=C(NC1CCS(=O)(=O)C1)/C(=C/c1ccc(Cl)cc1)NC(=O)c1ccccc1 (stereo not given)	-3	i	i	i	i	i	-5	i	i	3	i
COc1ccc(CCNS(=O)(=O)c2ccc3c(c2)CC(C)N3C(C)=O)cc1OC (stereo not given)	nt	i	i	i	i	i	-7	i	i	-5	i
CC1CCCCN1Cc1nc2ccccc2c(=O)[nH]1 (stereo not given)	nt	i	i	i	i	i	-8	i	i	2	i
O=C1[C@@H]2C(c3ccccc3Cl)=NO[C@@H]2C(=O)N1Cc1ccccc1	4	i	i	i	i	i	-20	i	i	0	i
CCCn1c(=S)[nH]c2cc(C(=O)N3CCN(C4CCCCC4)CC3)ccc2c1=O	-5	i	i	i	i	i	-7	i	i	2	i
CC(C)N(c1ccccc1)c1ccc(NC(=O)CCl)cc1	-1	i	i	i	i	i	-8	i	i	3	i
COC(=O)CNc1nc(-c2ccncc2)nc2ccccc12	5	i	i	i	i	i	-6	i	i	6	i
COc1ccc(NC(=O)N2c3ccccc3C(C)=CC2(C)C)cc1	3	i	i	i	i	i	-12	i	i	0	i

# The results go on:
SMILES	Platelet DG rel	PolyA inhibitor	TRPC4 PAM	TRPC4 block	KCNQ1 block	TRPC4 act	hERG protect	KCNK9 inh	KCNQ1 act	DYRK1A inh	KCNK3 inh
O=C(Nn1cnnc1)C1CCCN1S(=O)(=O)c1ccc(F)cc1 (stereo not given)	-3	i	i	i	i	i	-4	i	i	-9	i
Cc1ccc(NC(=O)C2CC2C)cc1S(=O)(=O)N1CCOCC1 (stereo not given)	8	i	i	i	i	i	-19	i	i	-2	i
O=c1c2cc(Cl)ccc2nc(-c2ccccc2)n1O	7	i	i	i	i	i	11*	i	8*	6	i
Cc1ccc(C(=O)CCC(=O)NN2C(=O)NC3(CCCCC3)C2=O)cc1	-22	i	i	i	i	i	-1	i	i	10	i
O=c1c2c(C(F)(F)F)cc(C(F)(F)F)nc2[nH]n1-c1ccccc1	-1	i	i	i	i	i	-5	i	i	0	i
COc1cc(OC)cc(-c2nnc(N(C)C(=O)c3ccncc3)s2)c1	6	i	i	i	i	i	-6	i	i	0	i
COc1ccc(/C=N\NC(=O)c2ccccc2F)cc1COc1ccc(F)cc1F	-1	i	i	i	i	i	-10	i	i	-6	i
COc1cc(/C=N/NC(=O)c2cc(C3CC3)[nH]n2)cc(OC)c1OC	-8	i	i	i	i	i	-8	i	i	23	i
CC1(c2nnc(-c3ccccc3)o2)CC(c2ccccc2)=NO1 (stereo not given)	2	i	i	i	i	i	-18	i	i	-6	i
CCS(=O)(=O)c1ccc2oc(SCC(=O)N3c4ccccc4CC3C)nc2c1 (stereo not given)	1	i	i	i	i	i	-12	i	i	2	i
Cc1cccc(C)c1NC(=S)N1CCCN(C)CC1	3	i	i	i	i	i	0	i	i	nt	i
COc1ccc2oc(C(=O)OCC(=O)Nc3cc(S(=O)(=O)N4CCOCC4)ccc3OC)c(C)c2c1	-2	i	i	i	i	i	-8	i	i	13	i
CC(=O)N1c2ccc(S(=O)(=O)N3CCCC(C(=O)NCc4ccccc4)C3)cc2CC1C (stereo not given)	7	i	i	i	i	i	-13	i	i	-2	i

# Random excerpt: 5 records from the list, in no set order.
SMILES	Platelet DG rel	PolyA inhibitor	TRPC4 PAM	TRPC4 block	KCNQ1 block	TRPC4 act	hERG protect	KCNK9 inh	KCNQ1 act	DYRK1A inh	KCNK3 inh
CCS(=O)(=O)c1ccc2oc(SCC(=O)N3c4ccccc4CC3C)nc2c1 (stereo not given)	1	i	i	i	i	i	-12	i	i	2	i
O=c1c2c(C(F)(F)F)cc(C(F)(F)F)nc2[nH]n1-c1ccccc1	-1	i	i	i	i	i	-5	i	i	0	i
O=C(Nn1cnnc1)C1CCCN1S(=O)(=O)c1ccc(F)cc1 (stereo not given)	-3	i	i	i	i	i	-4	i	i	-9	i
COc1ccc(/C=N\NC(=O)c2ccccc2F)cc1COc1ccc(F)cc1F	-1	i	i	i	i	i	-10	i	i	-6	i
CC1(c2nnc(-c3ccccc3)o2)CC(c2ccccc2)=NO1 (stereo not given)	2	i	i	i	i	i	-18	i	i	-6	i

# Only part of the results is shown, so the mix of outcomes need not match the whole.
